Bioassay records as filed in PubChem.
ARNT-TACC3 inh: disruptors of human ARNT/TACC3 interaction | Q9Y6A5 | inhibition, % at 9.99 µM | AlphaScreen His-ARNT PAS-B/GST-TACC3 binding, luminescence; TACC3 fragment carries E629A point mutation | 390,000 compounds, 0.66% hits | AID 623870;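 active means mean inhibition of replicates at least 50% and at least half of replicates each reaching 50%; inconclusive means half or more replicates reach 50% but mean below 50%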;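 further: 0% = complete ARNT plus TACC3 wells and 100% = ARNT alone without TACC3; many hits fall short of the cut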
ERp5 block: ERp5 (human) disulfide isomerase inhibition; Q15084; ERp5 insulin aggregation, absorbance 650 nm, 90 min; inhibition, % at 9.99 µM; 350,000 compounds, 0.05% hits; AID 651711;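 active means mean replicate inhibition above about 25%, with every replicate also reaching it, limit read from the data, passing the limit was not always enough; inconclusive means only one of those two criteria met; inactive means neither criterion met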
Target sequence (Q15084 whole entry, looked up): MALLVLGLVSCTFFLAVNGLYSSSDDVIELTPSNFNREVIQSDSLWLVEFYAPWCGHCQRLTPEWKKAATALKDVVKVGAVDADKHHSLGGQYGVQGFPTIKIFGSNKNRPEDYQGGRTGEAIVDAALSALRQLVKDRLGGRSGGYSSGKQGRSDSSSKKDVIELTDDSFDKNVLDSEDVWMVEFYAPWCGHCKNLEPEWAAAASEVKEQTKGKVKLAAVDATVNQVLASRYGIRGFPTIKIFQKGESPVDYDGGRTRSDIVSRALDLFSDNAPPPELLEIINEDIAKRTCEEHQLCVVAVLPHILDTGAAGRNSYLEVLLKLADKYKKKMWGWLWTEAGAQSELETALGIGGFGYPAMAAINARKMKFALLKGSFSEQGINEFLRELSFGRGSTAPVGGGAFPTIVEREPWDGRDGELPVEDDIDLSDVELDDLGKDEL
PAX8 reporter: lowers PAX8-driven luciferase in RMG-I cells; RMG-I TPO-luciferase reporter, SteadyGlo, 24 h; inhibition, % at 12.6 µM; 360,000 compounds, 1.2% hits;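 active means mean replicate inhibition at least 60% with every replicate also reaching 60%; inconclusive means only one of the two criteria is met; inactive means mean below 60% and not all replicates reaching 60%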;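 further: luciferase light reporting Pax8 driven TPO promoter activity; plate controls were median of neutral control wells for no effect and mitoxantrone controls for full effect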
INS-1E GSIS act: primary screen for activators of insulin secretion dependent on glucose, INS-1E cells, GLuc reporter luminescence; INS-1E GLuc reporter insulin secretion, 2-3 h; activation, % at 16.6 µM; 370,000 compounds, 0.61% hits; AID 743287;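 active means lowest replicate activation of at least 40%, so every replicate reaches that level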;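 further: 0% = median of neutral control wells and 100% = median of IBMX positive control wells; some compounds called inactive have numbers as strong as hits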
EWS-Fli block: blocks EWS/Fli oncoprotein-driven transcription; A673 NR0B1-luciferase reporter, viability-normalised; 350,000 compounds, 0.67% hits; inhibition, % at 12.6 µM;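 active means mean inhibition of at least 50% after viability correction, with every replicate also passing that limit; inconclusive means mean reaches 50% but only one of two replicates passes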;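 further: firefly luciferase signal divided by Alamar Blue viability fluorescence both relative to DMSO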
CFTR F508del cor: CFTR F508del correction in bronchial cells | CFBE cells, YFP halide quenching; stimulated with forskolin plus potentiator P3; % fluorescence drop versus neutral controls | activity (quench increase), % at 7.58 µM | 350,000 compounds, 0.36% hits | AID 720511;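 active means mean added fluorescence quench of at least 8% versus neutral control, with both replicates also reaching 8%; inconclusive means only one of the mean or replicate conditions met; inactive means mean below 8% and not both replicates reaching 8%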;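 further: cells transiently co-express mutant CFTR-F508del with the halide-sensitive YFP; corrector assay measuring rescue of mutant channel to the surface after 24 h compound exposure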
DENV2 CPE rescue: protects cells from dengue virus 2 cytopathic effect; DENV2-infected cells, cytopathic effect rescue, plate reader; CPE inhibition, % at 9.99 µM; 350,000 compounds, 1.7% hits; in the data active means CPE inhibition above about 20%, passing the limit was not always enough; inconclusive means no clear call, values can overlap the other calls; tested in BHK-21 cells;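 further: 0% = median of neutral control wells and 100% = median of positive control wells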
Xi reactivation: X-chromosome reactivation activator; XiGFP mouse fibroblasts, % GFP-positive cells imaging, 3 d; cells co-treated with 5-aza-dC sensitizer; scaled so ellipticine positive control = 100%; activation, % at 7.58 µM; 360,000 compounds, 0.055% hits; AID 743238;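 active means mean normalized replicate activation at least 10% and every replicate at or above 10%; inconclusive means only one of the two criteria met; inactive means mean below 10% and not all replicates reach 10%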;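 further: 0% = median of on-plate neutral control wells and 100% = ellipticine 6 µM median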
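System: SV40-immortalized XiGFP fibroblast cells, line 68-5-11 / Incubation: 3-day compound exposure, then 15 min fixation at room temperature / Compound: single concentration per compound, delivered by pin transfer / Buffer or medium: DMEM plus 5-aza-dC sensitizer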
The depositor's hits bear a star; ? = inconclusive; . = no result given; & = joins results of further samples. Compounds as they come. Share with any hit: about 4.2%.

SMILES	ARNT-TACC3 inh	ERp5 block	PAX8 reporter	INS-1E GSIS act	EWS-Fli block	CFTR F508del cor	DENV2 CPE rescue	Xi reactivation
COc1ccc2c3c([nH]c2c1)[C@@H](CO)N(C(=O)CN1CCOCC1)CC31CN(C(C)=O)C1	.	4	.	14	-13	-2.3	-8	0.2
CC(=O)Nc1cc2c(cc1NC(=O)Cn1nc(-c3ccc(F)cc3)ccc1=O)OCCO2	-4	-2	-90	6	2	1.8	-5	0.0
COc1ccccc1CNC(=O)C[C@H]1CC[C@@H]2[C@H](COC[C@@H](O)CN2C(=O)Nc2ccc(F)cc2)O1	-10	.	2	-15	-3	-1.6	2	0.2
Cc1cccc(NC(=O)Nc2cnccn2)c1C	-3	5	-7	6	-9	0.7	0	0.5
C=CCN(c1ccccc1)S(=O)(=O)c1cccc(C(=O)Oc2ccc3c(C)cc(=O)oc3c2)c1	1	.	11	6	.	.	.	-0.1
COc1ccccc1CC(=O)NNS(=O)(=O)c1ccccc1[N+](=O)[O-]	-1	3	-4	14	-1	3.1	7	0.0
O=C(CN(Cc1ccccc1Cl)C(=O)c1csnn1)NCCc1ccccc1	-5	2	3	-6	4	1.9	3	0.2
CCCC(=O)C1=C(O)C(c2cccc(Oc3ccccc3)c2)CCC1=O (stereo not drawn)	.	-4	-13	-11	11	-0.3	-13	0.0
COc1ccc(N2CC(C(=O)N3CCN(S(=O)(=O)c4ccc(F)c(F)c4)CC3)CC2=O)c(OC)c1 (stereo not drawn)	0	-4	3	-8	-6	2.1	-7	0.4
Cc1nn(C)c(C)c1CCC(=O)N1CCCC(N2CCN(c3ccc(F)cc3)CC2)C1 (stereo not drawn)	-4	4	0	0	.	-0.8	1	-0.1
COc1ccc(S(N)(=O)=O)cc1C(=O)OCCCOc1ccc(F)cc1	-11	1	4	13	0	3.1	-2	0.2
O=C(CC(=O)N/N=C/c1ccc(F)cc1)N/N=C/c1ccc(F)cc1	-8	5	-11	-6	-1	-2.2	-4	0.2
CCOC(=O)C(C(=O)c1ccccc1)C1CC(C)NC(=S)N1 (stereo not drawn)	-7	.	20	10	-14	.	.	0.3
CCCCn1nc(C(=O)OCC(=O)Nc2sccc2C(N)=O)c2ccccc2c1=O	-1	2	-3	-2	3	-1.8	4	0.0
CCOc1ccc(CNC(=O)CN2C(=O)C(c3ccccc3)Oc3cccnc32)cc1 (stereo not drawn)	-8	2	4	6	-7	-1.1	0	0.1
CC(C)NC(=O)Nc1ccc2c(c1)C(=O)N([C@@H](C)CO)C[C@H](C)[C@H](CN(C)Cc1ccc(C(=O)O)cc1)O2	-8	3	-6	13	-3	-1.6	-3	-0.1
CC/C(=N/Nc1cccc(Cl)c1)c1cnnc(SC)n1	1	.	-13	14	7	-1.1	.	0.2
O=C(Cn1cc(S(=O)(=O)N2CCCC2)c(S(=O)(=O)N2CCCC2)c1)NCc1ccco1	-5	1	1	-5	2	0.2	0	0.0
O=C(CN1CCOCC1)N[C@@H]1CC[C@@H](CCn2cc(C3CCCCC3)nn2)O[C@@H]1CO	0	-1	.	16	.	0.2	?	-0.2
CO[C@H]1CN(C)C(=O)c2cc(NC(C)=O)ccc2OC[C@H](C)N(Cc2cc(F)ccc2F)C[C@H]1C	-1	0	19	-14	5	1.0	1	0.1
C[C@H](CO)N1C[C@H](C)[C@H](CN(C)S(=O)(=O)c2cn(C)cn2)Oc2ccc(NC(=O)CCC(F)(F)F)cc2CC1=O	-3	.	3	23	0	2.0	0	0.3
O=[N+]([O-])c1ccc(N2CCN(c3ccccc3O)CC2)cc1	-8	0	-3	2	-25	3.5	1	0.6
COc1ccc(/C=C/C(=O)NCc2ccc(F)cc2)cc1S(=O)(=O)N1CCOCC1	-3	8	11	-20	1	-2.0	9	0.0
O=C1NCCN(Cc2cccc(Oc3ccccc3)c2)C1CC(=O)N1CCCCC1 (stereo not drawn)	-4	0	3	-5	8	-0.1	0	0.0
CCCCCC(=O)NC(Nc1ccc(S(N)(=O)=O)cc1)C(Cl)(Cl)Cl (stereo not drawn)	-5	.	1	-6	.	.	.	0.0
Nc1ccc2c(c1)CC(=O)c1ccccc1S2	.	4	93*	.	-28	0.5	.	0.0
CO[C@H]1CN(C)C(=O)c2cc(NC(=O)C3CC3)ccc2OC[C@@H](C)N(C(=O)CN(C)C)C[C@H]1C	-12	-3	.	-2	11	1.5	-5	0.5
C=CC[C@@H](CC(=O)N(CCO)Cc1ccccc1)C(=O)N[C@H](COC(=O)[C@@H](CC=C)CC(=O)OC(C)(C)C)C(C)(C)C	-4	-2	36	-12	7	-3.2	-6	-0.1
O=C(C[C@H]1CC[C@H]2[C@@H](COC[C@H](O)CN2C(=O)Nc2ccc(F)cc2)O1)NCCc1ccccc1	7	-3	-3	-10	-13	-0.5	-4	0.0
CCCCn1c(=NC(=O)c2ccco2)c(C(=O)OCC)cc2c(=O)n3cccc(C)c3nc21	.	-6	-19	23	16	-2.6	-3	0.0
O=C(COC(=O)/C=C/c1cc(Br)ccc1F)NC1CC1	4	5	8	-4	4	6.2	16	0.5
Cc1noc(C)c1S(=O)(=O)Nc1ccc2c(c1)C(=O)N([C@@H](C)CO)C[C@H](C)[C@H](CN(C)C)OCCCC[C@H](C)O2	1	0	17	0	-10	-0.5	16	0.1
CCCCOc1ccc(CSC(=N)N)cc1Cl	-9	4	-30	19	7	4.5	3	0.1
Cc1ccc(S(=O)(=O)N2C[C@@H](O)COC[C@H]3O[C@H](CC(=O)NCc4ccc(Cl)c(Cl)c4)CC[C@@H]32)cc1	10	1	23	-16	7	-4.8	-13	0.1
O=[N+]([O-])c1nn(-c2ccccc2)[n+]([O-])c1N1CCN(c2ccccc2)CC1	-4	-2	25	9	-1	2.3	.	0.1
CNC[C@H]1OCCCC[C@H](C)Oc2ccc(NS(=O)(=O)c3c(C)noc3C)cc2C(=O)N([C@H](C)CO)C[C@@H]1C	-15	.	-12	8	-13	-0.8	9	-1.0
O=C(CCN1C(=O)/C(=C\c2cccs2)SC1=S)Nc1ccc(C(=O)O)cc1	-8	0	-6	-10	10	1.6	-2	0.2
COc1ccc2c3c(n(C)c2c1)[C@H](CO)N(C(=O)C1CCC1)CC31CN(C)C1	.	-7	.	18	2	-1.8	4	-0.1
O=C(c1ccc(F)cc1)N1CC(=O)N2[C@@H](CO)[C@@H](c3ccc(-c4ccccc4F)cc3)[C@@H]2C1	.	-1	.	-20	.	-1.5	-9	0.3
O=C(Nc1cc(Sc2nc3ccccc3s2)cc([N+](=O)[O-])c1)c1cccc(F)c1F	-1	.	-25	28	.	.	.	0.0
O=C(CSc1nnc(Cn2c(=O)sc3ccccc32)n1-c1ccccc1)NCC1CCCO1 (stereo not drawn)	-5	-6	2	-7	-6	-1.5	-7	0.2
Cc1noc(C)c1NC(=O)N(C)C[C@H]1Oc2ccc(NS(=O)(=O)c3ccccc3)cc2CC(=O)N([C@@H](C)CO)C[C@H]1C	-8	6	-12	26	0	-2.5	-2	-0.1
O=C(OCc1nc(-c2ccccc2)oc1COC(=O)c1ccco1)c1ccco1	-8	2	.	12	8	-3.1	7	.
CC(C)Oc1ccc(C(=O)NNC(=O)c2ccccc2C(=O)O)cc1	-3	-4	20	6	-1	1.2	.	0.3
COc1ccc(C(C)(O)c2nc(-c3cccc(O)c3)cs2)cc1 (stereo not drawn)	.	2	34	2	46	0.3	-13	0.1
CC(=O)n1cc([C@@H]2C=C(C(=O)Nc3ccccc3)O[C@H](OCCCCO)C2)c2ccccc21	19&-5	6&5	1&29	1	-24&6	2.0&3.7	17&-18	0.0
CCOC(=O)C1=C(CC)OC(N)=C(C#N)C1c1cccs1 (stereo not drawn)	-4	-7	.	26	-1	2.5	-3	.
CC(C)(C)c1ccc(S(=O)(=O)NCC2CCN(C(=O)C(=O)c3cc4ccccc4o3)CC2)cc1	.	2	?	.	26	-0.7	-2	0.0
CCN1CCN(C(=O)c2ccc(-c3nc4ccccc4s3)s2)CC1	0	0	-138	2	-47	-0.9	-6	-0.1
COc1ccc(NC(=O)Nc2ccc3c(c2)C(=O)N([C@H](C)CO)C[C@H](C)[C@H](CN(C)C(=O)Nc2ccc(OC)cc2)OCCCC[C@@H](C)O3)cc1	.	4	-19	25	-5	0.7	0	0.1
CO[C@@H]1CN(C)C(=O)c2ccc(NS(=O)(=O)C3CCCCC3)cc2OC[C@H](C)NC[C@H]1C	-4	0	9	9	-10	1.3	-4	0.0
S=C(c1ccc(-c2cc(Cl)ccc2Cl)o1)N1CCCCC1	-3	.	-23	-19	.	.	.	0.9
Cc1ccnc(NS(=O)(=O)c2ccc(Cl)nc2)c1	-8	10	1	1	-1	-1.7	-5	0.0
Fc1ccc(-c2cnn3c(-c4cccs4)ccnc23)cc1	.	0	-91	-7	23	-1.0	-7	0.0
CCN(CC)S(=O)(=O)c1ccc(N2CCCC2)c(NC(=O)Cc2c(F)cccc2Cl)c1	0	1	-17	0	1	2.0	10	0.0
O=C(Nc1ccccc1Cl)N1CCN(c2ccccn2)CC1	-5	4	8	13	.	.	.	.
CCC1CCC(C(=O)NC(CCSC)C(=O)NCCc2ccc(S(N)(=O)=O)cc2)CC1 (stereo not drawn)	33	2	-5	-3	9	1.2	-8	0.4
COc1ccc2c3c([nH]c2c1)[C@H](CO)N(C(=O)Nc1ccc(F)cc1)CC31CN(S(C)(=O)=O)C1	.	.	.	-15	1	1.6	10	0.2
O=C(COc1ccccc1)N/N=C/c1ccc2c(c1)OCO2	-13	14	-3	1	-16	-4.0	4	0.0
C[C@H](CO)N1C[C@H](C)[C@@H](CN(C)Cc2ccccc2)Oc2ccc(NS(=O)(=O)c3cccs3)cc2C1=O	-8	-4	10	-5	2	0.6	6	0.0
New compounds follow
SMILES	ARNT-TACC3 inh	ERp5 block	PAX8 reporter	INS-1E GSIS act	EWS-Fli block	CFTR F508del cor	DENV2 CPE rescue	Xi reactivation
CC(=O)N(C)C[C@H]1Oc2cc(C#Cc3ccc(F)cc3)ccc2S(=O)(=O)N([C@H](C)CO)C[C@@H]1C	-9	0	-17	-15	3	0.0	.	-0.8
Cc1ccc(N2CC(C(=O)Nc3ccccc3C(=O)N3CCOCC3)CC2=O)cc1 (stereo not drawn)	.	-1	.	7	.	-1.8	-8	0.0
O=C(NCC[C@@H]1CC[C@@H](NC(=O)C2CCCCC2)[C@H](CO)O1)c1cnccn1	0	8	1	3	-2	-1.0	-1	0.1
CCCC(=O)Nc1ccc2c(c1)OC[C@@H](C)N(Cc1cccc(F)c1)C[C@H](C)[C@H](OC)CN(C)C2=O	2	3	19	-24	-1	-1.3	-5	0.2
c1ccc(Oc2ccc(-c3ccnc4ncnn34)cc2)cc1	1	3	-24	-6	-4	1.2	-2	0.1
CN(C)N1C(N)=C(C#N)C(c2cccc([N+](=O)[O-])c2)C2=C1CC(C)(C)CC2=O (stereo not drawn)	2	-1	3	12	0	-2.0	5	0.0
COc1ccc2cc3c(N)nn(C(=O)c4ccccc4[N+](=O)[O-])c3nc2c1	-4	-4	-18	.	-16	.	5	0.1
